Screening data (PubChem BioAssay)
TEAD-YAP inh: TEAD-YAP interaction inhibition, primary screen, TEAD-YAP interaction inhibitor project, luminescence, HEK-TIYL cells. TEAD-Gal4/YAP UAS-luciferase luminescence. inhibition, % at 9.12 µM. hit rate 1.4% among 640,000; in the data active means inhibition above about 32%;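 further: 0% = median of test compound wells and 100% = reference inhibitor wells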
GPR151 ag: activators of human GPR151, primary screen, cell-based, PathHunter beta-arrestin, luminescence. G-protein coupled receptor 151 (Homo sapiens), Q8TDV0. hit rate 1% among 650,000. activation, % at 11.2 µM. PathHunter beta-arrestin GPR151 cells; in the data active means activation above about 4.9%;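 further: 0% = median of compound wells and 100% = cells with positive control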
Target sequence (Q8TDV0 whole entry, looked up): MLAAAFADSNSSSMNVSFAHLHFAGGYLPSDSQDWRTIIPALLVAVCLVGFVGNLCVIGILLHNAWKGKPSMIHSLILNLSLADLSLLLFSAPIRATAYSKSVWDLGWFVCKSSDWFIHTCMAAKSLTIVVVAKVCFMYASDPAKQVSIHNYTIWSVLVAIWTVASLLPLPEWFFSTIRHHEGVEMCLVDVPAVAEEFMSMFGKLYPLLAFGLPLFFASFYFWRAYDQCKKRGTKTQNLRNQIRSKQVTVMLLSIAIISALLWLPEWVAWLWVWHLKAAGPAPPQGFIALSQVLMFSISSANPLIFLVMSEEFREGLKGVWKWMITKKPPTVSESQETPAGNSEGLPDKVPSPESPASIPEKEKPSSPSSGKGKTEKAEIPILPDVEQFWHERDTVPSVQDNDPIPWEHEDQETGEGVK
FBW7 act: FBW7 E3 ligase activators, primary screen, biochemical, AlphaScreen, human. F-box/WD repeat-containing protein 7 (Homo sapiens), Q969H0. AlphaScreen FBW7–phospho-cyclin E peptide binding, activator screen. normalized activity (activation), % at 26.1 µM. hit rate 0.13% among 650,000. AID 1259310, 2017; in the data active means normalized activity above about 1.9%;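 further: purified mutant Fbw7 with reduced substrate affinity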
MITF primary: MITF inhibitors, primary screen, biochemical, AlphaScreen, human | inhibition, % at 2.6 µM | AlphaScreen MITF homodimerization, bead proximity signal | hit rate 0.91% among 650,000 | Microphthalmia-associated transcription factor (Homo sapiens), O75030; in the data active means inhibition above about 50%;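 further: 0% = vehicle wells with protein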
Target sequence (O75030 whole entry, looked up): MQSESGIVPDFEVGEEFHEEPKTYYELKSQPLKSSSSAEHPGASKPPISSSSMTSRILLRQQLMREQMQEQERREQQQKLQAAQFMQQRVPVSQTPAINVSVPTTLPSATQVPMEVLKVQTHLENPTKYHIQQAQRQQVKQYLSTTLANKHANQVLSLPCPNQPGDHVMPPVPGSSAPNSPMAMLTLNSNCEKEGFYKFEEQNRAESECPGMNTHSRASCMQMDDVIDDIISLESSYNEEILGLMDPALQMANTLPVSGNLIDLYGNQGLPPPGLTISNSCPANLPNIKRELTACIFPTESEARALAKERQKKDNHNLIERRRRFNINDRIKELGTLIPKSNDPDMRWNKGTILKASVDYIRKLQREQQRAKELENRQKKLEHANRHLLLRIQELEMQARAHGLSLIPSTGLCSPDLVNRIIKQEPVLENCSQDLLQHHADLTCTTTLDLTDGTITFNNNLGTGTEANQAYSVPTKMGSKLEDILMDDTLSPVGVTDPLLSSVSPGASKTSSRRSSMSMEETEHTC
An asterisk follows results filed as active; · = not tested or not shown.

compound | TEAD-YAP inh | GPR151 ag | FBW7 act | MITF primary
Cc1cc(NC(=O)COC(=O)[C@@H](NC(=O)c2ccco2)C(C)C)no1 | 6 | -0.5 | -0.1 | 0
Cc1cccnc1C(NC(=O)C1CCN(C(=O)NCc2ccccc2)CC1)c1ccccc1 (centres undefined) | -4 | 0.2 | 0.0 | -2
O=c1[nH]c(=O)n(-c2cccc(Cl)c2)c(O)c1/C=N/c1nc2ccc(Cl)cc2s1 | -10 | -0.5 | -0.3 | -2
N=c1nc(SCCC(=O)O)ss1 | 22 | -0.7 | 0.2 | 8
O=C(NCCc1ccccc1)c1ccc(CNS(=O)(=O)c2ccc(F)cc2)cc1 | -10 | 2.6 | -0.1 | 4
CCOC(=O)C(N)CSC1CC(=O)N(CCc2ccccc2)C1=O (centres undefined) | -2 | 1.2 | 0.0 | 14
CCOc1ccc(-c2nnn(CC(=O)NCCc3c[nH]c4ccccc34)n2)cc1OCC | 8 | 1.8 | -0.2 | 3
COC(=O)c1ccc(NC(=O)C2CC2(c2ccc(C)cc2)c2ccc(C)cc2)cc1 (centres undefined) | -11 | 0.1 | 0.2 | 2
Cc1cccc(N(Cc2ccccc2)C(=O)CCl)c1 | 29 | 0.1 | -0.1 | 12
CC(=O)OC[C@H]1O[C@H](c2ccc3c(c2)OCO3)C=C[C@@H]1OC(C)=O | · | 0.4 | -0.2 | 3
CC1(C)Cc2c(sc(N3CCCC3=O)c2C#N)C(C)(C)N1 | 3 | 0.5 | 0.0 | 0
COC(=O)c1nnn(-c2nonc2N)c1CN1CCCCCC1 | 1 | -0.6 | 0.4 | 2
CCNC(=O)N1CCN(Cc2ccco2)CC1C(=O)N1CCCC1 (centres undefined) | -1 | -0.1 | 0.1 | 8
COc1ccc(-c2nnc(SCC(=O)N3CCCc4ccccc43)o2)cc1 | 13 | -1.2 | 0.5 | 5
CCN(C(=O)CCS(=O)(=O)c1ccc(OC)cc1)c1ccc(F)cc1 | -2 | -1.8 | -0.1 | -10
Cc1cc(C)c(S(=O)(=O)Nc2cccc([N+](=O)[O-])c2)c(C)c1 | -8 | -1.5 | -0.1 | 11
O=C(NCC1(O)CCCC1)c1ccc(F)c(F)c1 | -5 | 0.2 | 0.1 | 8
Cc1ccc(-c2cc(C(=O)Nc3ccc(Cl)c(Cl)c3)c3ccccc3n2)o1 | 13 | -0.9 | 0.0 | 0
COc1cccc(C2NC(=O)NC(C)=C2C(=O)OCc2ccc(C)cc2)c1 (centres undefined) | 0 | 1.0 | 1.3 | 22
CCOC(=O)C/C(=N\NC(N)=S)C(=O)OCC | -3 | 0.2 | 0.0 | 9
O=C(Nc1cccc2ccccc12)c1ccc2c(c1)C(=O)N(c1cccc3ccccc13)C2=O | -2 | -2.4 | 0.2 | 15
Cc1nc2ccccc2n1C(=O)c1ccc(Cl)cc1[N+](=O)[O-] | 2 | 0.6 | -0.1 | 12
C=CCNC1CC(=O)N(c2ccc(C(=O)OCC)cc2)C1=O (centres undefined) | 5 | -0.3 | 0.5 | 1
COC(=O)c1ccc(CNC2CCN(c3cccc(NC(=O)C4CC4)c3)CC2)cc1 | 12 | 1.3 | -0.1 | -12
COc1ccc(/C=N/Nc2ccc(S(=O)(=O)O)cc2)cc1 | 3 | -1.2 | -0.6 | -2
COc1cccc(-c2nc3ccccc3c(=O)n2NC(=O)c2ccccc2OC)c1 | -13 | 0.6 | -0.1 | 6
CS(=O)(=O)N1CCN(C(=O)CCc2cccc(Oc3ccc(F)cc3)c2)CC1 | 2 | 0.8 | 0.2 | 11
O=C1N[C@H](Cc2ccc(O)cc2)C(=O)N2CCN(Cc3cnn(-c4ccccc4)c3)C[C@H]12 | -7 | -0.6 | -0.2 | 12
O=S(=O)(c1ccc(Cl)cc1)n1nc(-c2ccccc2)nc1NCc1ccco1 | -16 | 0.1 | -0.2 | 11
Cc1ccc(NC(=O)c2cc3n(n2)C(C(F)(F)F)CC(c2ccc4c(c2)OCO4)N3)cc1C (centres undefined) | -5 | -0.4 | -0.1 | 0
CS(=O)(=O)c1ccccc1C(=O)Nc1nnc(-c2ccc3c(c2)CCCC3)o1 | 4 | 0.2 | -0.5 | 7
CC(C)NC(=O)C1CCCN1C(=O)Nc1ccccc1C(F)(F)F (centres undefined) | 9 | -0.2 | -0.2 | -8
CCCC(=O)Nc1ccc(Cl)c(NC(=O)c2cccc(OC)c2)c1 | -10 | 1.7 | 0.0 | 7
O=C(CCl)c1c[nH]c(C=C2C(=O)c3ccccc3C2=O)c1 | 3 | -1.8 | -0.2 | -7
COc1ccc(C(=O)C2CCN(CC(=O)Nc3ccc(OC)cc3OC)CC2)cc1 | 7 | -0.3 | 0.3 | 6
Cc1ccc(NS(=O)(=O)c2cccc3nsnc23)cc1F | 8 | 1.2 | 0.0 | 1
CCC(=O)C1CCCN(C(=O)CC2(c3ccccc3C)CC(=O)N(CCN(C)C)C2=O)C1 (centres undefined) | -17 | 0.5 | -0.1 | -7
O=C1OC(c2cccc(Cl)c2)=N/C1=C\c1ccco1 | -8 | 1.6 | -0.1 | 3
CCOC(=O)CSc1nnc(NC(=O)c2ccc(Cl)cc2Cl)s1 | 17 | -1.4 | -0.1 | 13
COc1ccc(OCC(=O)Nc2ccc(S(=O)(=O)NC3CCCCC3)cc2)cc1 | 7 | -0.2 | 0.3 | 13
CC12C(=O)N(c3ccc(Cl)cc3)C(=O)C1C1C=CC2C1 (centres undefined) | -3 | -0.9 | -0.1 | 1
Cc1cc(Cl)ccc1NC(=O)COc1ccc(S(=O)(=O)NC2CCCC2)cc1 | 0 | 1.7 | -0.1 | -6
CCN(CC)S(=O)(=O)c1cccc(C(=O)N/N=C2\CCCC(=O)C2)c1 | -1 | 0.8 | 0.2 | 9
O=C1C2C3C=CC(C2C(=O)N1c1ccc(F)cc1)C1C(=O)N(c2ccc(F)cc2)C(=O)C31 (centres undefined) | 12 | 2.4 | 0.1 | 3
Cc1cc(C)nc(SCC(=O)NNC(=O)c2cccs2)n1 | -4 | 0.9 | 0.2 | 4
Cc1ccccc1NCC(=O)N/N=C/c1cn(C)c2ccccc12 | 7 | 1.0 | 0.0 | 6
Cc1ccc2c(c1)=C(c1sc(=Nc3ccccc3)n(-c3ccccc3)c1O)C(=O)N=2 | 12 | 0.6 | 0.4 | 14
O=c1[nH]c(NN2CCOCC2)nnc1Cc1ccc(Cl)cc1 | 1 | -0.3 | -0.2 | -12
CCS(=O)(=O)Nc1cccc(N2CCC(NCc3ccc(C(=O)OC)cc3)CC2)c1 | 5 | 1.8 | -0.1 | -15
O=S(=O)(c1ccc(OC(F)(F)F)cc1)N1CCCC(N2CCOCC2)C1 (centres undefined) | -9 | 2.5 | 0.1 | -2
O=C(O)CCc1ccc(-c2ccc(F)cc2)n1CC1CCCO1 (centres undefined) | 3 | 1.2 | 0.2 | 12
O=C(CCc1ccccc1)Nc1ccc(-c2cn3ccccc3n2)cc1 | 29 | -5.3 | 0.6 | 23
CNS(=O)(=O)c1ccc(N/C=C(\C#N)c2nc3ccccc3o2)cc1 | -30 | 1.4 | 0.3 | 12
Cc1ccc(NC(=O)COc2ccc(C#N)cc2)c(Br)c1 | -3 | -2.1 | 0.3 | -6
COc1ccc(C(=O)N2CCC(c3c(S(C)(=O)=O)cnc4ncnn34)CC2)cc1OC | -5 | -1.0 | -0.2 | 5
COc1ccc(CC(=O)Nc2cccc3ccccc23)cc1 | 10 | -0.8 | -0.1 | -5
Cc1cc(N2CCCCC2)nc2ccc(N3C(=O)CCC3=O)cc12 | -2 | -0.5 | 0.0 | 3
O=C(NCC1CCCO1)C1CC(c2ccccc2F)=NO1 (centres undefined) | 3 | -0.6 | 0.8 | 1
O=[N+]([O-])c1c(Cl)ncnc1NCc1ccccc1 | 2 | -1.7 | 0.2 | 11
O=C1CCN(C(=O)CCc2nc3ccccc3s2)CC1 | -3 | -1.0 | 0.5 | 16

Continuation:
compound | TEAD-YAP inh | GPR151 ag | FBW7 act | MITF primary
CC(C)Cn1c(CN(C)Cc2ccccc2)nc2c1c(=O)n(C)c(=O)n2C | 24 | 0.8 | -0.3 | 14
CC(=Nc1ccn(Cc2ccccc2)n1)c1c(C)[nH]n(-c2ccc([N+](=O)[O-])cc2)c1=O | -2 | -5.2 | 0.0 | -5
Cc1c(C(=O)Nc2ccc(F)c(Cl)c2)sc2ncn(CC(=O)Nc3cccc(C(F)(F)F)c3)c(=O)c12 | 1 | 1.1 | -0.2 | 2
COc1cc(C2C(C(C)=O)=C(O)C(=O)N2Cc2ccco2)ccc1O (centres undefined) | -2 | 0.4 | 0.1 | 3
O=C(Nc1ccc(Cl)cc1)C1c2cccc[n+]2CC(=O)N1c1ccc(O)cc1 (centres undefined) | -2 | 0.8 | -0.1 | -1
CC1CCc2c(sc(NC(=O)c3cc(=O)c4ccccc4o3)c2C(N)=O)C1 (centres undefined) | 11 | -0.3 | 0.2 | -1
CC1CNC2(C1)O[C@H]1C[C@H]3[C@@H]4CC=C5C[C@@H](O)CC[C@]5(C)[C@H]4CC[C@]3(C)[C@H]1[C@@H]2C (some centres undefined) | 0 | -1.5 | -0.1 | 9
C=CCN1C(=O)/C(=C/c2ccco2)S/C1=N/S(=O)(=O)c1ccc(Cl)s1 | -9 | -1.5 | -0.2 | -11
NNC(=O)/C(=C\c1ccccc1Cl)NC(=O)c1ccccc1 | -22 | -1.1 | 0.0 | -12
CCS(=O)(=O)c1ccc(NC(=O)c2ccc(F)cc2)c(O)c1 | -3 | 0.2 | 0.0 | -6
CCOC(=O)c1sc(NC(=O)c2ccccc2F)c(C(N)=O)c1C | 4 | -1.1 | 0.1 | 11
O=C(Nc1ccc(-c2nc3cccnc3s2)cc1)c1cc(Cl)ccc1Cl | -43 | 0.0 | -0.1 | -9
Cc1ccc(Nc2ccn3ncc(-c4ccc(O)cc4)c3n2)cc1NS(C)(=O)=O | 8 | 0.4 | -0.2 | -19
COc1ccc(NC(=O)Nc2ccc(C(C)=O)cc2)c(OC)c1 | 3 | 3.5 | 0.2 | 21
COc1ccccc1Nc1cc(C(F)(F)F)nc2ncnn12 | 2 | 1.1 | -0.1 | -15

4 entries from above, with each value named:
Cc1c(C(=O)Nc2ccc(F)c(Cl)c2)sc2ncn(CC(=O)Nc3cccc(C(F)(F)F)c3)c(=O)c12
  TEAD-YAP inh = 1
  GPR151 ag = 1.1
  FBW7 act = -0.2
  MITF primary = 2

COc1cc(C2C(C(C)=O)=C(O)C(=O)N2Cc2ccco2)ccc1O (centres undefined)
  TEAD-YAP inh = -2
  GPR151 ag = 0.4
  FBW7 act = 0.1
  MITF primary = 3

O=C(Nc1ccc(Cl)cc1)C1c2cccc[n+]2CC(=O)N1c1ccc(O)cc1 (centres undefined)
  TEAD-YAP inh = -2
  GPR151 ag = 0.8
  FBW7 act = -0.1
  MITF primary = -1

CC1CCc2c(sc(NC(=O)c3cc(=O)c4ccccc4o3)c2C(N)=O)C1 (centres undefined)
  TEAD-YAP inh = 11
  GPR151 ag = -0.3
  FBW7 act = 0.2
  MITF primary = -1

Additional entries follow.
compound | TEAD-YAP inh | GPR151 ag | FBW7 act | MITF primary
C[C@@H]1CN(Cc2ccc3c(c2)CN(Cc2cccc4c2OCO4)CCO3)C[C@H](C)O1 | -7 | 1.2 | 0.0 | 12
CC1CN(CC(=O)NCCc2nc3ccccc3[nH]2)Cc2ccccc2O1 (centres undefined) | 5 | 1.4 | 0.5 | 1
CCOC(=O)C(NNc1ccccc1)(NC(=O)N(C)C)C(F)(F)F (centres undefined) | -14 | -0.3 | 0.1 | -1
COc1ccc(-c2nnc(-c3ccc(OC)cc3)nn2)cc1 | -6 | 1.1 | -0.2 | -1
O=C1CN(Cc2cc(=O)oc3cc4c(cc23)CCC4)CCN1 | 21 | 0.1 | 0.0 | 4
O=C(Nc1ccc2c(c1)OCCO2)N1CCC2(CC1)NC(=O)N(Cc1ccccc1)C2=O | -33 | -0.3 | -0.2 | 11
COc1cc(NC(=O)COC(=O)Cc2ccccc2[N+](=O)[O-])c(C)cc1[N+](=O)[O-] | 9 | 0.6 | 0.0 | 7
COc1ccc(NC(=O)COc2ccc(S(=O)(=O)NC(C)C)cc2)c(OC)c1 | 9 | 0.2 | -0.1 | 10
CC(=O)C1=C(O)C(=O)N(C2CCCCC2)C1c1ccccc1 (centres undefined) | 5 | 0.3 | 0.1 | 17
Nc1ccc(Oc2ccc3nc(-c4ccc(Oc5ccccc5)cc4)c(-c4ccccc4)nc3c2)cc1 | -55 | 0.8 | 0.0 | 9
Cc1cc(Cl)ccc1OC(C)C(=O)NCCCc1ccccc1 (centres undefined) | -3 | -0.1 | 0.5 | 11
O=C(COC(=O)c1ccc(CSc2cc(Cl)ccc2Cl)cc1)c1ccccc1 | 6 | -0.8 | 0.2 | 13
CCN1C=C(C(=O)OC)C(c2cccc(OC)c2OC)C(C(=O)OC)=C1 | 2 | -0.7 | 0.5 | 10
OCc1ccccc1-c1cnc2ccc(NCc3cccc(Cl)c3)nn12 | -3 | -0.3 | -0.1 | -6
